High-throughput results deposited in PubChem BioAssay by several laboratories.
CatL inh – inhibitors of human cathepsin L | purified cathepsin L, fluorogenic substrate, fluorescence | AID 460 | 58,000 tested, 0.17% active | P07711 | inhibition, %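 (tested at 10 µM)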; in the data active = inhibition above about 45%;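 note: 0% = enzyme with no compound and 100% = no enzyme blank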
ROCK2 inh – ROCK2 (human) kinase inhibition; O75116; purified ROCK2, Kinase-Glo ATP depletion luminescence; inhibition, % at 6 µM; 60,000 tested, 0.35% active;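 active = inhibition above the screen-wide mean inhibition plus 3 SD, cut at about 18% in these data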;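 note: plate controls were DMSO wells for no effect and Y-27632 control wells after no-enzyme background subtraction for full effect; many of its hits are not listed in these tables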
HER2 expr 66K – inhibitors of human Her2 kinase expression. HER2 level % of control, % at 10 µM. 65,000 tested, 0.69% active. SKBR-3 HER2 protein level, AlphaScreen, 18-24 h; active compounds read low. P04626;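 active = HER2 level under 5% of the carrier-only control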;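 note: 100% = DMSO carrier and 0% = 500 nM PU-H71 HSP90 inhibitor; lower value means stronger loss of Her2 protein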
CatB mix inh – inhibitors of human cathepsin B in compound mixtures | inhibition, %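 (ten-compound pools at 5 µM per compound and 50 µM total)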 | P07858 | Purified cathepsin B, AMC dipeptide fluorescence | AID 488 | 62,000 tested, 0.06% active; in the data active = inhibition above about 22%, passing the limit was not always enough;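 note: 0% = enzyme without compound and 100% = no enzyme blank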
CatB inh – inhibitors of human cathepsin B. P07858. purified cathepsin B, fluorogenic substrate, fluorescence. inhibition, %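 (tested at 10 µM)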. 63,000 tested, 0.1% active; in the data active = inhibition above about 21%;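 note: 0% = enzyme with no compound and 100% = no enzyme blank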
CatG inh – inhibitors of human cathepsin G. P08311. purified enzyme, AMC-tetrapeptide fluorescence, pooled mixtures. inhibition, % at 5 µM (by protocol). 62,000 tested, 0.2% active. AID 581;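 active = inhibition above 20% in each of the two mixture wells holding the compound; inactive = inhibition of 20% or less in either well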;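 note: 0% = enzyme control without mixture and 100% = blank lacking enzyme; strong numbers were not always called active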
C1s inh – human complement C1s inhibition; 62,000 tested, 0.16% active; P09871; purified C1s, fluorogenic AMC substrate, pooled mixtures; mean inhibition % of two 10-compound mixtures (active compounds read high), % at 5 µM (by protocol);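 active = inhibition above 20% in each of the two 10-compound mixture wells holding the compound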;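 note: 0% = enzyme wells lacking compound mixture and 100% = no-enzyme blank wells; some compounds called inactive have numbers as strong as hits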
Target sequence (P09871 16-437 limits assumed): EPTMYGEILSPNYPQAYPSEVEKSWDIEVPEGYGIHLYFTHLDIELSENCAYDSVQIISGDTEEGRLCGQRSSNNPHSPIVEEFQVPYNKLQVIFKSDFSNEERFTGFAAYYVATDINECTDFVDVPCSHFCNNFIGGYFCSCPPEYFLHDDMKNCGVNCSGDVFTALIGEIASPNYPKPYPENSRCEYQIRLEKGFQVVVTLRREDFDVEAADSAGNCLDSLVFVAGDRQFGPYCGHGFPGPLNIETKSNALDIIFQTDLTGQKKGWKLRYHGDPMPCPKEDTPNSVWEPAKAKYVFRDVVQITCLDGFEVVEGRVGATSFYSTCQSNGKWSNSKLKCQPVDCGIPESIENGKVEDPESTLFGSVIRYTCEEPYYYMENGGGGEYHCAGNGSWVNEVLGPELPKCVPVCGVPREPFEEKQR
Target sequence (P09871 438-688 limits assumed): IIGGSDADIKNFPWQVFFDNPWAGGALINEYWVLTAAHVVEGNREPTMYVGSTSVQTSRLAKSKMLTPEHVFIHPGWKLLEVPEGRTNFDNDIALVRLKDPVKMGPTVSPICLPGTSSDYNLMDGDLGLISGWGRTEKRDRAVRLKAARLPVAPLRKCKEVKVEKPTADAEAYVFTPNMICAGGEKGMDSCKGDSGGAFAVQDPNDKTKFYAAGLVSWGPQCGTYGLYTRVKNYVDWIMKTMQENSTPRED
PKA kinase inh – inhibitors of human protein kinase A. PKA Kemptide phosphorylation, Kinase-Glo ATP luminescence. inhibition, % at 6 µM. 65,000 tested, 0.1% active. AID 524;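 active = inhibition above the screen-wide mean inhibition plus 3 SD, cut at about 21% in these data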; note: many of its hits are not listed in these tables
CatS inh – human cathepsin S inhibition | P25774 | 62,000 tested, 0.06% active | recombinant cathepsin S, AMC dipeptide fluorescence, pooled mixtures | inhibition, %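 (tested at 5 µM per compound within 10-compound mixtures)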; in the data active = inhibition above about 32%, passing the limit was not always enough;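 note: 0% = enzyme without compound and 100% = blank without enzyme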
Target sequence (P25774 115-331 limits assumed): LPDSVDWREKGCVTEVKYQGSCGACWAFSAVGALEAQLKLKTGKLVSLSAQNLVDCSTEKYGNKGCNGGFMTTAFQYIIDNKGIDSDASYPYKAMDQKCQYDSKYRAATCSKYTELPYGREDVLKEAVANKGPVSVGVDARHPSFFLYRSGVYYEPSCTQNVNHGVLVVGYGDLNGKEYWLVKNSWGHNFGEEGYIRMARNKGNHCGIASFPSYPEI
Starred values were filed as active, the others as inactive; / = no result given. These rows are one share of the data. The share of hits here may be higher or lower than overall.

item	compound	CatL inh	ROCK2 inh	HER2 expr 66K	CatB mix inh	CatB inh	CatG inh	C1s inh	PKA kinase inh	CatS inh
1	O=C(N1CCOCC1)N(CCN1CCOCC1)Cc1cccc(Cl)c1	1.0	0.6	55.8	23.8	3.8	5.8	1.5	-1.4	12.9
2	CS(=O)(=O)N1CCCC(C(=O)NCCc2ccccc2)C1 (stereo not given)	18.8	5.2	98.3	4.4	6.8	11.5	3.9	3.7	0.4
3	Cc1ccccc1-c1nc(CN2CCC(C(=O)NCc3cccnc3)CC2)c(C)o1	14.3	-4.6	115.6	6.7	0.8	9.1	1.0	-3.0	7.7
4	CN(c1ccccc1)S(=O)(=O)c1cc(C(=O)c2nccn2C)ccc1Cl	-1.0	3.2	98.1	0.5	5.1	1.7	5.2	3.5	0.8
5	CCN1C(=O)CSc2ccc(C(=O)NCc3ccco3)cc21	8.5	8.7	110.4	-1.3	1.3	-3.3	0.8	10.6	5.6
6	COc1cccc(NC2c3ccccc3C(=O)N2Cc2ccco2)c1 (stereo not given)	/	4.3	96.9	0.8	1.8	9.0	-2.1	0.4	4.0
7	CC1CCCC(NC(=O)CCn2c(=O)oc3ccccc32)C1C (stereo not given)	2.6	4.9	89.4	-4.0	-3.1	1.0	3.3	7.0	6.9
8	COc1cccc(-c2nnc3n2N=C(c2cccc(Br)c2)CS3)c1	0.2	4.6	123.4	2.8	-6.3	-2.7	1.7	1.5	9.8
9	O=C(Cn1nc(C(F)(F)F)c2c1CCC2)NCc1ccc(F)cc1	4.5	-0.6	96.5	3.1	8.0	-21.8	-62.3	7.5	2.9
10	CCOC(=O)N1CCN(C(=O)C2CC(=O)N(c3ccc(OC)cc3)C2c2ccc(OC)cc2)CC1 (stereo not given)	8.5	/	99.6	3.0	5.3	-1.7	-13.9	5.3	5.7
11	COc1cccc(NC(=O)Cn2cc3c(n2)CCCCC3)c1	6.6	3.4	94.0	2.2	0.6	7.3	12.4	-0.8	2.3
12	COC(=O)c1ccc(Cl)c(NC(=O)CN2CCN(Cc3ccccc3)CC2)c1	-4.9	8.1	101.6	-1.7	-0.9	5.9	6.8	4.8	1.2
13	Cc1nc2sc(C(c3ccco3)N3CC(C)OC(C)C3)c(O)n2n1 (stereo not given)	6.5	2.3	90.5	0.6	3.2	10.8	0.5	4.5	13.2
14	CCCCn1c(CNC(C)=O)nc2ccccc21	/	-1.3	87.4	0.5	3.0	-1.7	-0.2	7.6	0.0
15	Cc1nc2nc[nH]n2c(=O)c1NC(=O)CC12CC3CC(CC(C3)C1)C2	17.4	5.1	76.9	-0.7	2.1	8.0	-1.7	0.6	4.0
16	COc1ccc(NC(=O)C2CCCN2C(=O)NC2CCCCC2)cc1OC (stereo not given)	10.2	0.1	103.1	1.7	8.3	11.4	-5.7	-1.7	12.0
17	O=C(CCCn1c(=O)oc2ccccc21)Nc1cccnc1	-4.1	/	78.9	0.6	-0.7	-1.4	-1.0	-1.9	5.4
18	Cn1nnc2cc(C(=O)Nc3cccnc3)ccc21	4.9	-5.3	90.7	-4.2	-4.7	2.4	1.5	-9.3	-9.8
19	CC(=O)Oc1cc2oc(=O)cc(C)c2cc1OC(C)=O	/	-0.3	87.5	-9.1	-7.9	-12.0	-121.0	-3.0	-16.8
20	Cc1ccc(S(=O)(=O)C2(C(=O)Nc3ccc(F)cc3)CC2)cc1	6.9	3.6	108.6	-0.2	2.8	13.1	9.7	9.7	11.5
21	CCOC(=O)CSC(CC)C(=O)Nc1nnc(C(C)C)s1 (stereo not given)	/	-0.1	/	2.1	-1.0	-2.2	-6.7	-6.5	10.7
22	Nc1ccc2oc(CCc3ccccc3)nc2c1	-0.5	4.5	128.2	5.0	3.5	26.0	28.3	6.7	-2.3
23	CCC(=O)Nc1ccc(-c2nc(-c3ccccc3)n(CC(=O)N3CCCCC3)n2)cc1	5.2	5.0	111.4	2.1	6.5	9.5	12.3	7.6	-1.6
24	CC(C)(C)OC(=O)N1CC(O)CC1C(=O)OCC(=O)c1ccc(Cl)cc1 (stereo not given)	1.9	4.8	92.5	-7.9	-0.2	10.5	4.5	7.2	10.0
25	COC(=O)Cn1c(=O)sc2ccccc21	4.2	3.6	93.7	-6.5	-1.3	-4.3	-29.7	6.2	-10.7
26	CC(C)(C)C1CCC2(CC1)NC(CO)(CO)CO2 (stereo not given)	11.2	4.2	85.0	-2.2	1.2	10.2	12.1	9.7	10.8
27	Cc1cc(C)n(-c2nc3ccccc3c(=O)n2OCC(=O)Nc2c(C)cccc2C)n1	-0.5	5.7	95.3	1.4	-3.2	-2.4	1.2	10.1	6.8
28	OC(CN1C2=NCCCN2c2ccccc21)c1ccc2c(c1)OCO2 (stereo not given)	12.1	7.1	108.4	-1.3	5.2	10.4	-2.0	6.8	27.4
29	O=C(c1ccc(-c2ccccc2)cc1)N1CCN(c2ncccn2)CC1	7.9	3.4	95.1	9.1	-2.5	-2.5	1.8	3.6	-6.3
30	CCN(CC)S(=O)(=O)c1ccc(NC(=O)Cn2cnc3ccccc3c2=O)cc1	6.3	1.8	96.2	7.9	2.6	8.9	1.8	1.3	0.0
31	O=C(C(Cc1ccccc1)N1C(=O)C2C3C=CC(C3)C2C1=O)N1CCCCCC1 (stereo not given)	-14.2	-1.5	113.7	-2.0	1.3	-4.6	34.5	1.8	-5.1
32	COc1ccc(-c2[nH]c(-c3cccc(OC)c3)nc2SCC(=O)NCc2ccco2)cc1	-10.7	4.7	94.0	8.1	0.7	1.8	2.1	5.6	0.8
33	Cc1cc(C(=O)Cn2cncn2)c(C)n1CCc1ccc(F)cc1	9.9	5.0	113.8	-6.8	-1.2	10.2	3.6	6.1	-5.1
34	CCOC(=O)CN1C(=O)COc2ccc(C(C)(C)C)cc21	4.7	/	75.7	-3.8	0.8	-1.3	-18.1	-6.4	-6.8
35	CCOc1cc(S(=O)(=O)Nc2ccc(Cl)cn2)ccc1F	20.3	8.3	89.7	-3.7	2.0	2.4	2.0	13.6	2.5
36	CCS(=O)(=O)N1CCC(C(=O)OCC(=O)c2ccc(Br)cc2)CC1	-0.9	8.9	80.8	5.1	-5.5	-1.9	-13.2	12.5	11.0
37	Cc1nc2c(cc(Oc3ccc(S(=O)(=O)N4CCOCC4)cn3)c3ccsc32)s1	9.0	6.0	96.7	-5.3	-0.8	8.8	-11.4	6.3	11.3
38	COc1cc(C(=O)Nc2c(C)cc(C)cc2C)c(-n2cnnn2)cc1OC	-9.1	-1.6	125.6	-1.6	0.6	-2.7	0.1	9.1	8.8
39	Cc1c(C(=O)CN2CCOCC2)[nH]c2ccccc12	12.2	7.5	108.7	0.3	4.2	2.3	-64.0	11.3	1.9
40	CC(=O)Nc1ccc(N2S(=O)(=O)c3ccccc3S2(=O)=O)cc1	17.1	-0.2	88.8	4.5	1.8	9.2	14.1	-3.2	12.1
41	CC(C)Oc1ccc(C2CC(=O)NC3=C2C(=O)CCC3)cc1 (stereo not given)	0.7	7.4	87.8	4.3	1.7	8.2	-1.5	6.4	-2.6
42	Cc1ccsc1C(=O)OCc1csc(-c2ccccc2)n1	-1.4	-0.2	63.1	5.6	-2.1	0.9	-1.0	9.1	0.5
43	C=C(C)Cn1c(NCCOC)nc2c1c(=O)[nH]c(=O)n2C	/	/	96.0	-1.9	5.6	8.1	8.0	9.6	0.0
44	Cc1cc(C)c2nc(N3CCCC3)c(C#N)cc2c1	-1.6	4.1	77.1	1.1	0.6	-11.8	-21.3	8.3	-1.3
45	CC1(N2CCOCC2)CC2(O)C(=[N+]1[O-])CCc1c2no[n+]1[O-] (stereo not given)	/	1.6	83.1	-6.5	/	-24.7	-46.8	3.5	-20.8
46	Cc1ccc(Cl)cc1N1CCN(S(=O)(=O)c2cnc[nH]2)CC1	-2.0	-5.9	94.8	-3.3	-0.8	-10.0	-45.1	-3.0	-4.9
47	COc1ccc(-c2ccc(SCC(=O)N3CCCC3)nn2)cc1OC	-8.7	4.7	89.9	6.2	6.4	10.5	14.5	8.6	-6.6
48	O=C(C1CCCN(S(=O)(=O)c2ccc(Cl)cc2)C1)N(Cc1cccs1)C1CC1 (stereo not given)	/	-0.4	84.3	-1.0	-2.0	-3.2	0.7	2.5	-4.4
49	COc1ccc(CCNC(=O)c2c(O)c3cccc4c3n(c2=O)CC4)cc1OC	-5.8	2.9	103.8	1.2	1.8	-6.0	-1.7	6.2	-1.1
50	COc1cccc(N2CCN(Cc3nc(N)nc(Nc4ccccc4)n3)CC2)c1	11.2	-2.6	59.2	6.3	7.5	13.0	10.3	-6.0	17.8

Arranged by length of the SMILES (low to high): three of the compounds above
item	compound	CatL inh	ROCK2 inh	HER2 expr 66K	CatB mix inh	CatB inh	CatG inh	C1s inh	PKA kinase inh	CatS inh
35	CCOc1cc(S(=O)(=O)Nc2ccc(Cl)cn2)ccc1F	20.3	8.3	89.7	-3.7	2.0	2.4	2.0	13.6	2.5
45	CC1(N2CCOCC2)CC2(O)C(=[N+]1[O-])CCc1c2no[n+]1[O-] (stereo not given)	/	1.6	83.1	-6.5	/	-24.7	-46.8	3.5	-20.8
37	Cc1nc2c(cc(Oc3ccc(S(=O)(=O)N4CCOCC4)cn3)c3ccsc32)s1	9.0	6.0	96.7	-5.3	-0.8	8.8	-11.4	6.3	11.3

(continued)
item	compound	CatL inh	ROCK2 inh	HER2 expr 66K	CatB mix inh	CatB inh	CatG inh	C1s inh	PKA kinase inh	CatS inh
51	COc1ccc(C2C3=C(CCCC3=O)Nc3nc4ccccc4n32)cc1OC (stereo not given)	-10.3	10.6	77.2	1.8	4.2	23.6	34.3	10.7	0.1
52	Cc1c(NC(=O)NC(C)N2C(=O)C3C4C=CC(C4)C3C2=O)c(=O)n(-c2ccccc2)n1C (stereo not given)	-4.5	7.1	92.2	4.1	-6.2	-0.8	-23.9	1.0	-8.0
53	COC(=O)c1c(C)oc2ccc(OC(=O)N3CCOCC3)cc12	1.1	3.1	80.2	1.5	5.0	0.8	-63.6	10.4	-0.5
54	CCOC(=O)c1sc(NC(=O)CSc2nc(-c3ccco3)cc(C(F)(F)F)n2)c(C#N)c1C	20.7	6.0	51.0	1.9	6.9	13.2	12.5	4.0	12.3
55	CCCCN(CC)S(=O)(=O)c1ccc2c(c1)CCCN2C(C)=O	-0.3	4.4	119.9	-9.3	-0.4	8.6	-24.8	4.6	-5.6
56	CCOC(=O)C(C)Oc1ccc2c(C)cc(=O)oc2c1C(C)=O (stereo not given)	27.3	2.4	92.3	/	0.9	/	/	4.1	/
57	COC(=O)CN(c1nc(C)c(Cl)c(OC)n1)S(=O)(=O)c1ccc(C)cc1	14.2	-1.4	102.8	4.0	1.9	15.9	16.7	3.2	3.9
58	CCOc1ccc2nc(N3CCCCCC3)sc2c1	16.9	0.5	82.8	2.5	7.4	11.4	12.1	2.9	14.8
59	O=C(NC1CC2CCCC(C1)N2Cc1ccco1)NC12CC3CC(CC(C3)C1)C2 (stereo not given)	-7.8	3.1	119.9	4.6	1.0	13.2	19.4	-3.0	-0.2
60	COc1cc(OC)cc(-n2nc(C(=O)NCCCN3CCOCC3)c3ccccc3c2=O)c1	13.7	1.2	90.0	3.8	1.5	8.7	8.5	-2.3	4.0
61	CC(=O)c1c(C)[nH]c(C(=O)Nc2c(C)n(C)n(-c3ccccc3)c2=O)c1C	-4.8	1.2	97.7	5.2	-4.6	3.2	3.7	1.9	-4.5
62	O=C(Cn1cccc1C(=O)c1ccccc1)NCc1ccccn1	14.7	2.5	88.3	2.6	4.8	-8.3	-29.7	4.8	10.8
63	COCC(=O)NCCc1nc2ccccc2[nH]1	2.0	-1.6	123.0	4.8	3.6	11.3	10.4	0.7	4.8
64	CCOC(=O)c1cc2ccccc2nc1C	10.7	/	104.3	-0.8	11.4	5.0	15.4	4.4	8.8
65	CCc1nnc(NC(=O)CSc2nnc(COc3ccccc3C)o2)s1	29.2	6.2	149.9	-0.1	-0.2	-0.9	1.7	10.0	10.1
66	CCC(C)(C)NC(=O)C(c1ccccc1F)N(Cc1ccco1)C(=O)Cn1nnc2ccccc21 (stereo not given)	5.7	0.3	60.4	6.4	-0.5	1.2	3.0	4.5	3.8
